# AI-2 QS modul: modulates the Vibrio harveyi AI-2 quorum sensing system. activity change, % at 7.5 µM. Vibrio harveyi JMH597 AI-2 luminescence/OD600 ratio, 9 h; active compounds read low; strain lacks LuxN and CqsS sensors; 0 = neutral-control median. 300,000 tested, 0.4% active; in the data active = activity change below about -75%, passing the limit was not always enough;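 note: luminescence divided by OD600 gain over 9 h not by final OD600 alone; inactives centre near 13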
# TRPC4 potent: allosteric potentiators of mouse TRPC4 channel | Q9QUQ5 | HEK293 TRPC4beta/mu-opioid, DAMGO EC20, Fluo-4 Ca2+ flux; active compounds read high | B-score at 10 µM | 310,000 tested, 0.42% active;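 active = B-score of calcium response area above 5 SD of library B-scores, with initial fluorescence ratio within 5 SD of library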;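 note: B-score of integrated fluorescence ratio over time as area under calcium response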
# HIF activator: HIF pathway transcriptional activation; U2OS HRE-luciferase reporter, luminescence; normalized: DMSO 0%, desferrioxamine 100%; activation, % at 7.5 µM (by protocol); 300,000 tested, 0.32% active; AID 1910;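 active = mean activation of at least 10% of the iron chelator positive control signal, with at least half of replicates also reaching 10%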
# MrgX1 antag: blocks BAM8-22 activation of human MrgX1 receptor | Q96LB2 | MRGX1-HEK293 calcium flux, Fluo-4, BAM8-22 antagonism; active compounds read low | B-score at 10 µM | 310,000 tested, 1.3% active | AID 588676;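 active = calcium-response B-score plate-corrected more than 3 library SD below zero, starting fluorescence within 5 deviations, no agonist response on first addition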;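 note: peak minus trough fluorescence over baseline after final BAM8-22 challenge near maximal dose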
# Target sequence (Q96LB2 whole entry, looked up): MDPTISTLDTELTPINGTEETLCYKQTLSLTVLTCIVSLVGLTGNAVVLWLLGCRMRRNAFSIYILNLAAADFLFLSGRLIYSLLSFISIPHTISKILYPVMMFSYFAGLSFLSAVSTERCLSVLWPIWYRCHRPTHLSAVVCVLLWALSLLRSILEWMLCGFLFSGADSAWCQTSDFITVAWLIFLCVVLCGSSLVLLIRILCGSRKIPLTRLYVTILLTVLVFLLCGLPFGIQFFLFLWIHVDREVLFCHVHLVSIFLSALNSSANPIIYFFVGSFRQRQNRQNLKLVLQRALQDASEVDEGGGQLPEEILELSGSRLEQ
# PolyA inhibitor: blocks polyadenylation in yeast reporter cells. calls only at 12 µM. AID 1875. 300,000 tested, 0.02% active. S. cerevisiae SKY197-pL101 polyadenylation reporter, beta-gal luminescence; efflux-impaired pdr1/pdr3 knockout yeast; score 100 = 6 SD above DMSO;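 active = lowest replicate activity score at least 50, where 100 means six control SD above control mean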;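 note: yeast exposed to compound for 9 h at 30 °C; higher score means more reporter readthrough which indicates perturbed polyadenylation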
# MrgX1 ag: human MrgX1 receptor agonism, primary screen; Q96LB2; MrgX1-HEK293 cells, Fluo-4 calcium fluorescence, agonist mode; active compounds read high; B-score at 10 µM; 310,000 tested, 0.44% active; AID 588627;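 active = calcium response B-score plate-corrected fluorescence ratio at least 3 library SD, with starting fluorescence B-score inside 5 SD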
#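 Material – MrgX1-expressing HEK293 cells · Input – 15,000 cells seeded per well · Dosing – compound as first of three additions · Times – overnight seeding, then 1 h dark dye loading · Measured by – kinetic Fluo-4 NW fluorescence of intracellular calcium · Read-out – B-scored fluorescence response ratio · Benchmarks – positive and negative control wells on each plate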
# TRPC4 inh: TRPC4 (mouse) channel inhibition | HEK293 TRPC4beta/mu-opioid, DAMGO-evoked Fluo4 calcium flux; active compounds read low | Q9QUQ5 | 300,000 tested, 0.39% active | B-score at 10 µM;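 active = B-score over 3 SD under the library average, no early fluorescence shift, positive overall ratio signal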
#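 Assay system – HEK293 line stably carrying TRPC4beta and mu-opioid receptor · Doses – single dose · Detection – Fluo4 calcium-dye fluorescence, kinetic read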
# MrgX1 allo act: human MrgX1 positive allosteric modulation, primary screen; MrgX1-HEK293, Fluo-4 calcium flux, FDSS; active compounds read high; B-score at 10 µM; 310,000 tested, 0.63% active;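 active = plate-corrected calcium response at least 3 library SD above typical, normal starting fluorescence, not activating the receptor alone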;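 note: compound read alongside a low EC10 to EC30 dose of BAM8-22 agonist; peak minus trough fluorescence over baseline measured at the second addition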
# TRPC4 agonist: activators of mouse TRPC4 channel; Q9QUQ5; B-score at 10 µM; 310,000 tested, 0.49% active; HEK293 TRPC4beta/mu-opioid, Fluo4 calcium fluorescence; active compounds read high;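 active = B-score above 5 SD of library B-scores, and initial fluorescence ratio not above library mean plus 5 SD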;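 note: positive B-score marks a calcium rise read as TRPC4 activation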
#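 Assay system: HEK293 stable line with TRPC4beta plus mu-opioid receptor. Times: dye 45 min RT, read 110 s. Measured by: kinetic Fluo4 calcium fluorescence. Measure: B score of integrated ratio. Controls: assay buffer as low control, maximal DAMGO as high control.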
# TRPC6 activator: activates the mouse TRPC6 cation channel; Q61143; HEK293-TRPC6 membrane potential dye fluorescence; active compounds read high; B-score at 10 µM; 310,000 tested, 0.13% active;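 active = B-score of the integrated fluorescence ratio above library mean plus 3 SD, and starting fluorescence ratio within library mean plus 5 SD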;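 note: higher score means more depolarization so channel activation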
# TRPC6 inh: mouse TRPC6 channel inhibition; HEK293-TRPC6, membrane potential dye, ACh-evoked depolarization; active compounds read low; 310,000 tested, 1.1% active; AID 2553; B-score at 10 µM;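 active = B-score under library mean minus 3 SD, initial fluorescence not abnormally high, positive integrated signal ratio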;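 note: B-score derived from integrated fluorescence ratio over the kinetic read; more negative B-score means stronger inhibition of depolarization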
# The depositor's hits bear a star; i = inactive; x = no result given. Not all compounds are listed, so the mix of outcomes need not match the whole.
SMILES,AI-2 QS modul,TRPC4 potent,HIF activator,MrgX1 antag,PolyA inhibitor,MrgX1 ag,TRPC4 inh,MrgX1 allo act,TRPC4 agonist,TRPC6 activator,TRPC6 inh
CCCCSc1nc2c(cc1C#N)CCC2,19.5,i,x,i,i,i,i,i,i,i,i
Cc1ccc(CCN2CC(C(=O)NCCN3CCOCC3)CC2=O)cc1 (stereo not drawn),14.2,i,1.4,i,i,i,i,i,i,i,i
Cc1ccccc1NC(=O)CCC(=O)N/N=C/c1ccc(F)cc1,15.2,i,-0.5,i,i,i,i,i,i,i,i
CN(CC(=O)Nc1ccccc1Cl)C(=O)CSc1nnc(-c2ccco2)o1,26.0,i,-0.1,i,i,i,i,i,i,i,i
COc1ccc(Cl)cc1NS(=O)(=O)N1CCOCC1,19.7,i,1.4,-6.22*,i,i,i,i,i,i,i
CC1CCN(c2ccc(-c3ccc(NC(=O)c4ccco4)cc3)nn2)CC1,23.6,i,2.2,i,i,i,i,i,i,i,i
COc1ccc(N2C(=O)C(CC(=O)Nc3ccc(Cl)cc3)N(NC(=O)c3cccc(F)c3)C2=S)cc1 (stereo not drawn),32.5,i,0.0,i,i,i,i,i,i,i,i
Cc1cc(=O)[nH]c(N/N=C/C2=C(N3CCOCC3)C(=C\c3ccc(Cl)cc3)/CC2)n1,5.5,i,-0.2,i,i,i,i,i,i,i,i
Cc1ccccc1-c1nnn(Cc2ccc(-c3nn[nH]n3)cc2)n1,27.3,i,-0.4,i,i,i,i,i,i,i,i
COc1ccc(C(=O)CN2C(=O)c3ccccc3S2(=O)=O)cc1,18.5,i,-4.5,i,i,i,i,i,i,i,i
N#CCCN(Cc1cccs1)C(=O)Nc1ccc(F)cc1,9.7,i,-0.1,i,i,i,i,i,i,i,i
C(/C=C/c1ccccn1)=C\c1ccccc1,-13.3,i,-1.0,i,i,i,i,i,i,i,i
CC(C)[C@@H](C(=O)NC1CCCC1)N1C(=O)N2CCc3c([nH]c4ccccc34)[C@@]2(C)C1=O,4.3,i,0.0,i,i,i,i,i,i,i,i
CCNC(=O)CCc1nc(-c2ccc(C(C)(C)C)cc2)no1,8.9,i,-1.0,i,i,i,i,i,i,i,i
CC12CC(c3ccccc3O1)N(C(=O)c1ccc(Br)o1)C(=O)N2c1ccccc1 (stereo not drawn),5.5,i,-0.2,i,i,i,i,i,i,i,i
C/C(=N/NC(=O)c1nnn(-c2nonc2N)c1-c1ccccc1)c1ccncc1,14.3,i,-0.3,i,i,i,i,i,i,i,i
NC(=S)N/N=C/c1ccc2cccc(OCc3ccccc3)c2n1,-0.2,i,3.5,i,i,i,i,i,i,i,i
CCOC(=O)c1nn(-c2ccc(C)cc2)c(=O)cc1OCC(=O)Nc1cccc(C)c1,4.3,i,0.0,i,i,i,i,i,i,i,i
COC(=O)c1sc(NC(=O)c2cnccn2)c(C(=O)OC)c1C,25.5,i,0.3,i,i,i,i,i,i,i,i
COc1ccc(/C=C/C(=O)NNc2c(F)c(F)cc(F)c2F)cc1OC,9.6,i,0.2,i,x,i,i,i,i,i,i
Cc1ccc(O)c(CNc2cccc(C)n2)c1,17.7,i,-0.9,x,i,x,i,x,i,i,i
COCCN1C(=O)C(=O)/C(=C(/O)c2cccc(OC)c2)C1c1ccco1 (stereo not drawn),12.7,i,1.4,i,i,i,i,i,i,i,i
CCc1nc(SCC(=O)NNC(=O)c2ccc(C)cc2)c2ccccc2n1,8.1,i,0.6,i,i,i,i,i,i,i,i
C/C=C/c1ccc(OCCCNC(C)CC)c(OC)c1 (stereo not drawn),10.1,i,-0.6,i,i,i,i,i,i,i,i
COc1ccc(-c2cc(C(=O)N3CCOCC3)no2)cc1OC,17.5,i,1.9,i,i,i,i,i,i,i,i
CCc1ccccc1NC(=O)CC(=O)Nc1ccccc1CC,9.1,i,0.6,i,i,i,i,i,i,i,i
COc1ccc(N2CCN(C(=O)CSc3nnc(-c4cccnc4)n3-c3ccc(F)cc3)CC2)cc1,20.1,i,-0.3,i,i,i,i,i,i,i,i
CC1=CC(=C2C=CC(=O)C=C2)C=C(C)N1C,16.1,i,-0.7,x,i,x,i,x,i,i,i
COc1ccc(CCNC(=O)C2CCC(=O)N2S(=O)(=O)c2ccc(C)cc2)cc1 (stereo not drawn),18.3,i,-2.0,i,i,i,i,i,i,i,i
CC(C)CC(=O)Nc1nnc(S(=O)(=O)N2c3ccccc3CC2C)s1 (stereo not drawn),38.2,i,-0.5,i,i,i,i,i,i,i,i
Cc1ccc(C)c(NC(=S)N(C2CCCCC2)C(C)c2cccnc2)c1 (stereo not drawn),12.9,i,-0.4,i,i,i,i,i,i,i,i
COc1cc(NC(=O)COC(=O)CNS(=O)(=O)c2ccc(F)c(F)c2F)cc(OC)c1,7.2,i,-0.6,i,i,i,i,i,i,i,i
COc1cc(/C=C/C(=O)OCC(=O)Nc2c(C)n(C)n(-c3ccccc3)c2=O)ccc1OCC#N,-5.3,i,-0.4,i,i,i,i,i,125*,i,i
C/C(Cc1ccccc1)=N\NC(=O)CNC(=O)COc1ccccc1,4.6,i,-0.3,i,i,i,i,i,i,i,i
CCc1ccccc1N(CC(=O)NC(C)(C)C)C(=O)CCC(=O)Nc1ccccn1,26.0,i,-29.1,i,i,i,i,i,i,i,i
Cc1onc(-c2ccccc2)c1C(=O)N/N=C/c1c(F)cccc1Cl,32.6,i,0.3,i,i,i,i,i,i,i,i
COc1cc2c(c(OC)c1OC)-c1c(cc(OC)c(OC)c1OC)C[C@](C)(O)[C@@H](C)C2,1.7,i,0.0,i,i,i,i,i,i,i,i
O=C(O)Cn1nnc2ccccc21,1.7,i,-0.3,i,x,i,i,i,i,i,i
COCCOC(=O)C1=C(C)NC(=O)NC1c1ccc(-c2ccc(F)cc2)o1 (stereo not drawn),2.4,i,-0.3,i,i,i,i,i,i,i,i
O=C(CN1CCCC1)OCCCC1CCCCC1,8.5,i,-0.2,i,i,i,i,i,i,i,i
CCOc1ccc2nc(NC(=O)c3ccoc3C)sc2c1,24.9,i,-1.2,i,i,i,i,i,i,i,i
O=C1CCCN1c1nccs1,12.0,i,0.4,i,i,i,i,i,i,i,i
COc1cccc(N2CC(=O)N(c3cccc(OC)c3)CC2=O)c1,-3.9,i,-0.2,i,i,i,i,i,i,i,i
O=c1c(-c2ccc(Cl)cc2)coc2c(CN3CCCCC3)c(O)ccc12,28.5,i,-1.3,i,i,i,i,i,i,i,i
O=C1c2ccccc2C(=O)N1Cc1ccc2c(c1)OCO2,18.0,i,-0.3,i,i,i,i,i,i,i,i
O=C(O)CN1C(=O)CC(Cc2ccccc2)C1=O (stereo not drawn),23.6,i,0.3,i,x,i,i,i,i,i,i
CC1(C)NC(=O)N(CC(O)COc2ccc(-c3ccccc3)cc2)C1=O (stereo not drawn),17.4,i,0.7,i,i,i,i,i,i,i,i
CCOC(=O)N1CCN(C(=O)c2cc3c(-c4ccc(Cl)cc4)nn(C)c3s2)CC1,3.1,i,x,i,i,i,i,i,i,i,i
C/C(=N/NC(=O)c1ccco1)c1cccnc1,11.8,i,1.2,i,i,i,i,i,i,i,i
O=C(Nc1ccc(NC(=O)c2ccco2)nc1)c1cccnc1,27.4,i,1.5,i,i,i,i,i,i,i,i
O=C(CCc1ccccc1)N=C1SC2CS(=O)(=O)CC2N1Cc1ccccc1 (stereo not drawn),22.0,i,-0.2,i,i,i,i,i,i,i,i
COc1ccc(S(=O)(=O)n2ccc(C)n2)cc1C,30.3,i,x,i,i,i,i,i,i,i,i
CC(C)Cn1c(-c2ccc(Br)cc2)c[nH]c1=S,1.1,i,1.0,i,i,i,i,i,i,i,i
COc1ccccc1C(=O)OCC(=O)NCCNC(=O)COC(=O)c1ccccc1OC,10.0,i,-0.8,i,i,i,i,i,i,i,i
Cc1cc(NC(=O)CSc2ccc(-c3ccc4c(c3)OCO4)nn2)no1,30.9,i,2.6,i,i,i,i,i,i,i,i
O=C(c1ccc([N+](=O)[O-])cc1)N1CCN(Cc2ccccc2)CC1,9.8,i,-0.4,i,i,i,i,i,i,i,i
FC(F)(F)c1cnc2c(-c3ccc(Cl)cc3Cl)noc2c1,15.5,i,0.0,i,i,i,i,i,i,i,i
COc1ccc(C(=O)N2CC(=O)Nc3ccccc32)cc1S(=O)(=O)N1CCCC1,17.9,i,0.0,i,i,i,i,i,i,i,i
Cc1c(CC(Cl)(Cl)Cl)c2c(n1O)CC(C)(C)CC2=O,8.1,i,-0.3,i,i,i,i,i,i,i,i
Fc1ccc(NC(=S)Nc2ccc(Cl)cc2)cc1,7.6,i,0.5,i,i,i,i,i,i,i,i

# Reprinted at random: two records from the list, in no set order.
SMILES,AI-2 QS modul,TRPC4 potent,HIF activator,MrgX1 antag,PolyA inhibitor,MrgX1 ag,TRPC4 inh,MrgX1 allo act,TRPC4 agonist,TRPC6 activator,TRPC6 inh
COCCOC(=O)C1=C(C)NC(=O)NC1c1ccc(-c2ccc(F)cc2)o1 (stereo not drawn),2.4,i,-0.3,i,i,i,i,i,i,i,i
CCc1ccccc1NC(=O)CC(=O)Nc1ccccc1CC,9.1,i,0.6,i,i,i,i,i,i,i,i

# (list continues)
SMILES,AI-2 QS modul,TRPC4 potent,HIF activator,MrgX1 antag,PolyA inhibitor,MrgX1 ag,TRPC4 inh,MrgX1 allo act,TRPC4 agonist,TRPC6 activator,TRPC6 inh
O=C(N/N=C/c1ccccc1Cl)c1n[nH]c2c1CCCC2,29.9,i,-1.0,i,x,i,i,i,i,i,i
CC(=O)C1C(c2cccc(Oc3ccccc3)c2)NC(=O)NC1(O)C(F)(F)F (stereo not drawn),14.8,i,0.6,i,i,i,i,i,i,i,i
N#CCC(=O)Nc1ncn(Cc2ccccc2Cl)n1,7.4,i,0.0,i,i,i,i,i,i,i,i
COc1ccc(S(=O)(=O)Nc2ccccc2C)cc1,5.6,i,2.0,i,i,i,i,i,i,i,i
Cc1cccc(NC(=O)COc2coc(CN3CCN(c4ccccc4)CC3)cc2=O)c1,1.9,i,0.2,i,i,i,i,i,i,i,i
CC(C)CCNc1nc2ccccc2nc1NS(=O)(=O)c1cccs1,11.8,i,-1.1,i,i,i,i,i,i,i,i
CN(C)CCOC(=O)c1sc2ccccc2c1Cl,16.5,i,-0.4,i,i,i,i,i,92*,i,i
O=C1NCCN(Cc2ccc(Cl)c(F)c2)C1CC(=O)N1CCc2ccccc2C1 (stereo not drawn),-9.9,i,-0.2,i,i,i,i,i,i,i,i
